Bioassay records (PubChem BioAssay)
PP1 inh = counter-screen for PP5 inhibitors: inhibitors of human PP1-alpha. purified PP1alpha, OMFP fluorescence. inhibition, % at 6.7 µM. P62136. 320,000 compounds, 0.9% hits. AID 2235;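 active = inhibition above the mean inhibition of all tested compounds plus 3 SD, computed separately for each screening campaign, cut at about 15% in these data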
HCV core dimer = HCV core protein dimerization inhibition; 300,000 compounds, 0.33% hits; TR-FRET GST/Flag-core106 dimerization, 1536-well; inhibition, % at 5 µM; AID 1899;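 active = inhibition above the mean of all tested compounds plus 3 SD, set per screening campaign, cut at about 45% in these data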
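Material: GST/Flag-tagged HCV core106 proteins. Incubation: 4 h, 22.5 °C incubation. Read-out basis: inhibition (%) from 671 over 617 nm ratio. Measured by: TR-FRET, excitation 340 nm, emission 617 and 671 nm.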
GRK2 aptamer HTS = blocks RNA aptamer binding to human GRK2. inhibition of aptamer binding, % at 10 µM. bead flow cytometry, FAM-aptamer displacement from GRK2. 330,000 compounds, 0.59% hits. P25098;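 active = inhibition of aptamer binding above 40%, roughly 3 SD of noise, on plates passing a quality check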;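 also: median bead fluorescence of bound FAM aptamer so fluorescent compounds give negative values; no value below 0 was filed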
Target sequence (P25098 whole entry, looked up): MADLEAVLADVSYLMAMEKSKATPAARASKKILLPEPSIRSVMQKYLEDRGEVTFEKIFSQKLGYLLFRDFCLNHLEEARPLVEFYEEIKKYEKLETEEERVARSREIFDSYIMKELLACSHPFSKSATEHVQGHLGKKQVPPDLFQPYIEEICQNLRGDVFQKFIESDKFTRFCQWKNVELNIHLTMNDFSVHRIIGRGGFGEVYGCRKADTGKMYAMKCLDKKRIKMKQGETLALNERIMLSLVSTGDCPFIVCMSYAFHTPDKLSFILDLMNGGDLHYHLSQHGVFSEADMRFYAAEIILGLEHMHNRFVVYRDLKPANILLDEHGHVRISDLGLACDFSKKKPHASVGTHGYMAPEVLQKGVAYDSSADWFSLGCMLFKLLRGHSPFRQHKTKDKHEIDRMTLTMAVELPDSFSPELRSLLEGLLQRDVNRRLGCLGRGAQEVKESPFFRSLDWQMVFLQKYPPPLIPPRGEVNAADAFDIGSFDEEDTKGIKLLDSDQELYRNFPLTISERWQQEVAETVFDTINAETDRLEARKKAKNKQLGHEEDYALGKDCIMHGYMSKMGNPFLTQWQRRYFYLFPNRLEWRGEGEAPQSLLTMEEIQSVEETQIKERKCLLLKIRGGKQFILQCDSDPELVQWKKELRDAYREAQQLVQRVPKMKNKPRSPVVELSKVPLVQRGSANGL
procasp7 counter = counter-screen for procaspase-3 activators: activators of human procaspase-7. P55210. recombinant procaspase-7, Ac-DEVD-pNA absorbance 405 nm; D23A/D198A/D206A triple mutant, cannot self-cleave; scale: DMSO 0, 5 µM enzyme 100. activation, % at 8.5 µM. 330,000 compounds, 0.093% hits. AID 463210;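 active = percent activation above the screen-wide mean plus 3 SD, cut at about 25% in these data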
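Test system: Procaspase-7 triple mutant (PC-7 D3A). Also added: Ac-DEVD-pNA substrate, 400 µM as added. Schedule: 1 h enzyme–compound preincubation and 2 h substrate reaction, both 25 °C. Signal: p-Nitroaniline absorbance at 405 nm, read at 0 and 120 min. Control set: low DMSO alone, high DMSO plus 5 µM PC-7.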
GASC-1 inh = inhibitors of human GASC-1 (JMJD2C) demethylase; GST-JMJD2C(1-420) H3K9me3 demethylation, DELFIA europium; inhibition, % at 2.35 µM; AID 2099; Q9H3R0; 330,000 compounds, 0.069% hits;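 active = more than half of a compound's replicate wells show inhibition beyond 50%, single wells judged on their own value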;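 also: signal counts dimethyl H3K9 product captured on neutravidin plate; 0% = median of DMSO wells and 100% = 0.3 times that DMSO median; strong numbers were not always called active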
Target sequence (Q9H3R0 1-420 limits assumed): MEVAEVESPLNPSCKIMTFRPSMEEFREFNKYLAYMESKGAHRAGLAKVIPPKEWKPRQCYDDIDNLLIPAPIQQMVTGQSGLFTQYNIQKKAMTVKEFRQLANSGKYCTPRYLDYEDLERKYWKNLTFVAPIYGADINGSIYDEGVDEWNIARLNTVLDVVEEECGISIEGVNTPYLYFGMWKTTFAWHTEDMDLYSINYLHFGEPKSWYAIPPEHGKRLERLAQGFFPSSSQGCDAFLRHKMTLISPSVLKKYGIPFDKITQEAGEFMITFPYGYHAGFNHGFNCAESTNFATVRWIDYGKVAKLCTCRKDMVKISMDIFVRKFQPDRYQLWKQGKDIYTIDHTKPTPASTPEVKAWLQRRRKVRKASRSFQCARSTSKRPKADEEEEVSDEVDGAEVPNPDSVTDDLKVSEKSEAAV
procasp3 activ = procaspase-3 (human) activation. P42574. recombinant procaspase-3 D3A, Ac-DEVD-pNA absorbance 405 nm. activation, % at 8.5 µM. 330,000 compounds, 0.11% hits. AID 463141;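 active = activation above the mean of all tested compounds plus 3 SD, cut at about 21% in these data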;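 also: 0% = DMSO alone and 100% = DMSO wells spiked with extra 5 µM PC-3 D3A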
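material = Procaspase-3 D3A mutant | probe or stimulus = Ac-DEVD-pNA | compound = single dose, 8.5 µM nominal compound, 0.8% DMSO | timing = 1 h preincubation, 2 h reaction | measured by = 405 nm absorbance of p-nitroaniline, reads at 0 and 120 min | benchmarks = DMSO-only low control, 5 µM PC-3 D3A high control | repeats = singlicate, each compound tested once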
PP5 inh = blocks human protein phosphatase 5 activity. P53041. purified PP5c, OMFP substrate fluorescence. inhibition, % at 6.7 µM. 320,000 compounds, 0.18% hits. AID 1987;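 active = inhibition above the campaign's mean inhibition across all tested compounds plus 3 SD, cut at about 9.5% in these data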;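 also: 0% = DMSO only and 100% = 100 µM cantharidin control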
Fh CTSL1 inh = counter-screen for PFM18AAP inhibitors: inhibitors of F. hepatica cathepsin L1. recombinant F. hepatica cathepsin L1, Z-Leu-Arg-MCA fluorescence. inhibition, % at 5.96 µM. 300,000 compounds, 0.49% hits;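 active = inhibition above the mean of all tested compounds plus 3 SD, set per screening campaign, cut at about 17% in these data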;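 also: 0% = plate median of test compound wells and 100% = 1 µM Z-Phe-Ala-diazomethylketone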
VLA-4 inh = inhibition in a human VLA-4 binding assay; 330,000 compounds, 0.2% hits; inhibition, % (about 7 µM as worked out from the volumes in the protocol); AID 2557; VLA-4 expressing cells, ligand binding flow cytometry; in the data active = inhibition above about 50%
* marks the source's active call; other numbers are inactive results; . = not tested or not shown.

SMILES | PP1 inh | HCV core dimer | GRK2 aptamer HTS | procasp7 counter | GASC-1 inh | procasp3 activ | PP5 inh | Fh CTSL1 inh | VLA-4 inh
Cc1cc(-c2nnc(CCC(=O)NC(C)c3ccc(F)cc3)o2)no1 (stereo not drawn) | -5.3 | -0.6 | 0.0 | -0.2 | 0.5 | 12.4 | -0.2 | -2.9 | 2.9
CC(C)(C)C(=O)N1CCN(C(=O)c2ccco2)CC1 | -1.4 | 4.8 | 0.0 | 11.1 | -13.3 | 6.2 | 2.0 | 4.5 | -8.7
O=C(C1=C(O)C(=O)N(Cc2ccco2)C1c1ccccc1F)c1cccs1 (stereo not drawn) | 2.4 | 6.1 | 4.0 | -11.5 | -0.2 | -3.5 | -1.6 | 4.5 | -6.2
CCOC(=O)C1(CCCc2ccccc2)CCN(C(=O)CCN2CCCCC2=O)CC1 | -2.6 | -5.6 | 5.0 | -7.5 | 8.7 | -1.7 | 1.8 | 0.9 | 4.3
CC(C)CC(=O)NC(=S)N1CCCCCC1 | -2.1 | 3.5 | 0.0 | 8.9 | -3.1 | 4.2 | 2.2 | -2.8 | 3.7
O=C(Nc1ccc(C(=O)N2CCN(c3ccc(F)cc3)CC2)cc1)C1=CSCCO1 | 0.7 | 13.3 | 2.0 | 8.2 | 6.5 | 5.9 | 1.3 | 0.9 | 21.4
COc1ccc(S(=O)(=O)Nc2ccc(S(=O)(=O)Nc3nccs3)cc2)cc1 | -0.5 | -18.0 | 3.0 | -0.4 | -1.2 | 2.3 | 3.9 | 1.2 | -13.6
O=C(/C=C/c1ccccc1)NCCc1ccccc1 | 35.3* | 1.7 | 0.0 | -14.6 | -19.0 | -1.9 | -0.2 | -0.2 | 18.7
Cc1ccc2sc(NNC(=O)c3ccc4c(c3)OCCO4)nc2c1C | -0.8 | 8.6 | 1.0 | -12.7 | 10.8 | -1.5 | -0.7 | 0.9 | 39.0
Cc1cccc(C)c1NC(=O)C1c2cccc[n+]2CC(=O)N1Cc1cccs1 (stereo not drawn) | 3.7 | -0.2 | 0.0 | 14.8 | 2.2 | 2.3 | -0.4 | 0.8 | 26.7
Cc1ccc(NC(=O)c2sc3nc(N4CCOCC4)c4c(c3c2N)CC(C)(C)OC4)cc1 | -0.7 | 8.3 | 0.0 | -27.6 | -0.4 | -16.5 | 3.7 | 0.9 | -222.6
CCOC(=O)Cn1c(=O)n(CC(=O)OCC)c2ccccc21 | -4.1 | -2.1 | 0.0 | 7.2 | -3.5 | -0.2 | 1.1 | 0.3 | -1.4
Cn1c(=O)c2c(nc(Oc3ccc4ccccc4c3)n2C)n(C)c1=O | -0.8 | 2.4 | 0.0 | -9.2 | -0.4 | -3.6 | 5.0 | -11.1 | -3.6
Cc1ccc(N2CCN(CCc3nc4cc(NC(=O)c5ccco5)ccc4n3C)CC2)cc1 | 1.2 | -4.3 | 0.0 | 6.4 | -6.1 | -4.2 | 2.8 | -1.1 | -7.6
N#CC(C(=O)C12CC3CC(CC(C3)C1)C2)c1nc2ccccc2[nH]1 (stereo not drawn) | 4.2 | 6.8 | 2.0 | 10.0 | 7.9 | 0.0 | 4.9 | -2.4 | 17.0
Cc1cc(=O)oc2ccc(OCC(=O)N3CCC(C)CC3)cc12 | -2.0 | -5.3 | 1.0 | 3.6 | 2.1 | -5.2 | -0.4 | 2.9 | 14.9
Cc1ccc(C)c(Cn2c(=O)c3c(nc4n3CCN4Cc3ccco3)n(C)c2=O)c1 | 5.8 | 17.0 | 0.0 | 2.9 | 0.4 | 2.5 | 1.0 | 1.1 | 11.6
COc1ccc(CN2CCNC(=O)C2CC(=O)NCc2csc(C(C)C)n2)c(OC)c1 (stereo not drawn) | -9.8 | -3.3 | 0.0 | -2.4 | 32.7 | -5.4 | 1.8 | -6.6 | 8.2
Cc1onc(-c2c(F)cccc2Cl)c1C(=O)NC1CCSC1=O (stereo not drawn) | -0.3 | -10.2 | 0.0 | -4.7 | 25.2 | 1.3 | -2.4 | -2.1 | -4.2
Cn1c(COc2ccccc2)nnc1SCCN1CCOCC1 | -0.7 | -2.1 | 39.0 | 10.8 | -1.7 | 1.3 | -0.2 | 3.9 | 17.1
Cc1cccc(C(=O)N2CCC(n3nnc4cc(F)ccc43)CC2)c1 | 1.0 | -5.7 | 0.0 | -3.5 | 16.6 | -0.3 | 1.8 | 2.5 | 8.3
O=C(NCCc1ccccc1F)N[C@@H](Cc1ccccc1)C(=O)O | 1.3 | -7.8 | 0.0 | 10.3 | 0.1 | -12.0 | 1.0 | 5.2 | -40.6
CC1CCCCC1NC(=O)C1CCN(c2c3c(nc4ncnn24)CCC3)CC1 (stereo not drawn) | -0.6 | 1.5 | 0.0 | -1.7 | -10.4 | 3.4 | 0.5 | 1.7 | 0.6
COc1ccc(CCNC(=O)c2[nH]c(C)c(C(C)=O)c2C)cc1 | -0.2 | -5.7 | 4.0 | 0.5 | -4.5 | 1.1 | 3.4 | 0.2 | -0.6
CC1(C)[N+]([O-])=C2C(=[N+]([O-])C1(C)C)c1ccccc1/C2=N\O | -3.1 | -4.2 | 1.0 | 0.1 | 36.5 | 4.0 | 0.6 | 1.9 | 3.4
CCN(CC)C1CCN(C(=O)c2cc(COc3ccccc3SC)on2)C1 (stereo not drawn) | -0.3 | 2.4 | 0.0 | 0.1 | 1.3 | 4.7 | 1.7 | 0.0 | -109.9
Cc1cccc(NC(=O)C2(c3ccc([N+](=O)[O-])cc3)CCCC2)c1 | 3.6 | 6.8 | 0.0 | -2.0 | -24.8 | -12.9 | 6.4 | -2.1 | -2.9
Cc1ccc(NC(=O)/C=N/OCC(=O)NCc2ccccc2Cl)cc1 | -0.3 | -2.4 | 2.0 | -4.3 | 23.0 | 0.7 | -0.8 | 1.9 | -7.1
O=C(CN1c2ccccc2Sc2ccccc21)N/N=C/c1ccccc1 | 0.6 | 0.6 | 2.0 | 4.5 | -9.4 | -8.0 | 0.5 | 0.6 | -26.9
CCCc1cc(-c2n[nH]c(C)c2-c2ccc(C(=O)OCC)o2)c(O)cc1O | -1.0 | 4.8 | 1.0 | -8.8 | -9.3 | 3.9 | 5.8 | 6.9 | -2.7
Cc1ccc(S(=O)(=O)N2CCOCC2)cc1C(=O)N1CCc2ccccc21 | . | . | 1.0 | -7.5 | 19.9 | 4.5 | . | . | -1.8
CCOC(=O)CN(C(=O)CCC(=O)Nc1cc(C)on1)C(C(=O)NC1CCCC1)c1cccnc1 (stereo not drawn) | -0.4 | -3.1 | 1.0 | 7.1 | 3.8 | -7.6 | 1.7 | 2.9 | 2.7
CCOC(=O)Cn1cnc2c(cnn2-c2ccc(Cl)cc2)c1=O | -1.4 | -1.4 | 1.0 | 1.1 | 1.1 | 1.0 | 1.4 | 1.6 | 2.5
COc1ccccc1OCCC(=O)Nc1cccc(S(=O)(=O)N2CCCCC2)c1 | 5.3 | -1.7 | 0.0 | 7.7 | 3.0 | 9.0 | 0.9 | 4.0 | 6.0
CC(CCc1ccccc1)NC(=O)COC(=O)c1ccc(NC(N)=O)cc1 (stereo not drawn) | -4.1 | 0.2 | 2.0 | -1.2 | -5.1 | -5.1 | 2.0 | -6.6 | -6.2
N=c1c(C(=O)NCc2ccc(F)cc2)cc2c(=O)n3ccccc3nc2n1Cc1cccnc1 | 10.3 | 12.0 | 0.0 | -17.4 | -1.6 | -15.6 | 2.4 | 3.5 | 0.5
CCOC(=O)C1=C(CC)Nc2ccccc2N=C1NC(=O)CCNC(C)=O | -2.7 | 0.3 | 0.0 | 1.6 | 0.8 | 2.6 | 1.5 | -6.5 | 6.4
Cc1cc(=O)[nH]c(SCC(=O)c2ccc3c(c2)NC(=O)CO3)n1 | -3.8 | -4.3 | 2.0 | -11.7 | -6.2 | -7.8 | 0.5 | -2.5 | -1.0
Cc1cc(NC(=O)CSc2nc(-c3ccccc3Cl)nc3c2c(=O)n(C)c(=O)n3C)no1 | 2.6 | 5.2 | 11.0 | 2.2 | -0.6 | 5.5 | -2.1 | -3.7 | 5.3
O=C(NNC(=O)C(c1ccccc1)c1ccccc1)c1cccs1 | 0.5 | -3.3 | 4.0 | 12.4 | -13.0 | 5.1 | 3.1 | -0.6 | 6.6
O=C(NCC1CCCO1)c1ccccc1NS(=O)(=O)c1cc([N+](=O)[O-])ccc1Cl (stereo not drawn) | . | . | 1.0 | 3.5 | 7.2 | 0.5 | . | . | 0.6
Cc1ccccc1N=Nc1c(O)[nH]c2ccccc12 | 12.0 | -6.9 | 3.0 | -14.2 | -2.5 | -8.6 | -0.3 | 7.1 | -11.1
COc1ccc(/C=N/Nc2ccc([N+](=O)[O-])cc2S(=O)(=O)N2CCN(C)CC2)cc1 | 1.6 | -0.3 | 0.0 | 2.1 | -3.7 | -10.0 | -0.2 | -3.5 | -8.7
O=C(CCCOc1ccc(Cl)cc1Cl)NNC(=O)c1ccc(NC(=O)c2ccccc2)cc1 | -2.4 | 36.9 | 0.0 | 2.1 | 1.1 | 4.0 | 0.3 | 3.9 | -5.8
Clc1ccc(CSc2ccc(-c3cccnc3)nn2)cc1 | 5.7 | 0.9 | 1.0 | 2.8 | 2.2 | -3.2 | 1.4 | 4.1 | -6.8
O=C(NCCc1ccccc1)c1cccc2c1C(=O)c1ccc(N3CCOCC3)cc1S2(=O)=O | . | . | 0.0 | -2.7 | 5.1 | -9.3 | . | . | 7.3
Cc1c(C(=O)O)sc2nc(-c3cccs3)cc(C(F)(F)F)c12 | 5.8 | 11.1 | 1.0 | 9.0 | 8.7 | -0.2 | 1.7 | 1.3 | -1.2
FC(F)(F)c1cc(Cl)c2nnc(-c3ccccn3)n2c1 | 0.0 | 6.7 | 0.0 | 3.0 | 6.5 | 1.5 | -0.7 | 0.1 | 2.5
c1ccc(Oc2ncnc3oc(-c4ccccc4)cc23)cc1 | -1.6 | 0.8 | 0.0 | -1.2 | 3.4 | -3.8 | -0.9 | -3.6 | 28.1
Cc1ccc(-n2nnnc2SCC(=O)NC(C(=O)O)(c2ccccc2)c2ccccc2)cc1C | -0.5 | 12.0 | 3.0 | -8.6 | 11.4 | -2.9 | -1.8 | 0.2 | 9.8

Three entries from above, with two lines to a compound:
Results follow in this order: PP1 inh, HCV core dimer, GRK2 aptamer HTS, procasp7 counter, GASC-1 inh, procasp3 activ, PP5 inh, Fh CTSL1 inh, VLA-4 inh
O=C(NCC1CCCO1)c1ccccc1NS(=O)(=O)c1cc([N+](=O)[O-])ccc1Cl (stereo not drawn)
  ., ., 1.0, 3.5, 7.2, 0.5, ., ., 0.6
Cc1ccccc1N=Nc1c(O)[nH]c2ccccc12
  12.0, -6.9, 3.0, -14.2, -2.5, -8.6, -0.3, 7.1, -11.1
COc1ccc(/C=N/Nc2ccc([N+](=O)[O-])cc2S(=O)(=O)N2CCN(C)CC2)cc1
  1.6, -0.3, 0.0, 2.1, -3.7, -10.0, -0.2, -3.5, -8.7

Compounds were not picked by outcome; 2.6% or so of the library scored in one or more.
